Screening results: PubChem, several laboratories
S1P1 ag-PAM – activates or potentiates agonism at human S1P1 receptor; S1P1 CRE-bla cells, forskolin, beta-lactamase FRET, potentiator mode; S1P1 agonist co-added at EC20, 2 nM; 100% = saturating reference agonist, 0% = basal; activation, % at 9.5 µM; 56,000 tested, 0.57% active; AID 449;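 active = activation above a cutoff set at the mean activation of all tested compounds plus 3 SD, cut at about 54% in these data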;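 also: forskolin at 4 µM as EC80 and the EC20 agonist is SEW2871; 100% = SEW2871 at its EC100 plus forskolin at EC80; some compounds past the cut are filed as inactive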
Fluor 339 460 – intrinsic fluorescence of library compounds, ex339/em460 – biochemical, MLSMR library, data from DPM-DC assay, artefact control, profiling panel. compound autofluorescence, ex339/em460 nm, NADH buffer; stronger effect = higher value; 1 = no-compound wells, NADH background. 65,000 tested, 5.5% active. fluorescence fold increase at 10 µM. AID 709;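 active = at 10 µM, mean starting fluorescence two-fold or more over control wells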;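 also: signal is the first read of a kinetic run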
S1P3 agonist – S1P3 (human) receptor agonism. Q99500. S1P3 NFAT-BLA reporter cells, FRET ratio; relative to 1 µM S1P, basal subtracted. activation, % at 4.5 µM. 60,000 tested, 0.1% active. AID 373;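 active = activation above the screen-wide mean plus 3 SD, cut at about 4.5% in these data, passing the limit was not always enough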; also: some compounds called inactive have numbers as strong as hits
Target sequence (Q99500 whole entry, looked up): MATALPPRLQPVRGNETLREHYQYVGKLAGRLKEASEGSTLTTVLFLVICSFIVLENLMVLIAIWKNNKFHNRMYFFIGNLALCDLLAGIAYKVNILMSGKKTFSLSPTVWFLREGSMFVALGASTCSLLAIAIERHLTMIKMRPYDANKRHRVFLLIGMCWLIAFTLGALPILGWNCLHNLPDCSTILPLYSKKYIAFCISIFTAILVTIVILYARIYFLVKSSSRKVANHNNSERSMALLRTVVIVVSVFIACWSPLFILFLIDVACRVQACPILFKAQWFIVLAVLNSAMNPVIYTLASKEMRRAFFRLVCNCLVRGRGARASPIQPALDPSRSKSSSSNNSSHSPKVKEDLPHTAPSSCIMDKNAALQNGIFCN
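Assay system: stable CHO line with human S1P3, Gα16, NFAT-BLA reporter; Detection: FRET β-lactamase substrate fluorescence, excitation 405 nm, 460/535 nm emission ratio, background-subtracted; Read-out: percent activation versus median 1 µM S1P response, basal-subtracted, per plate; Incubation: cells plated overnight, compound 4 h 37 °C, substrate 2 h RT.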
Her2 expr inh – inhibitors of human Her2 kinase expression; P04626; SKBR-3 HER2 protein level, AlphaScreen, 18-24 h; stronger effect = lower value; HER2 level % of control, % at 10 µM; 65,000 tested, 0.69% active; AID 645;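 active = HER2 level under 5% of the carrier-only control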;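 also: 100% = DMSO carrier and 0% = 500 nM PU-H71 HSP90 inhibitor; lower value means stronger loss of Her2 protein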
5HT1E antag – blocks the human 5-HT1E serotonin receptor; P28566; CHO 5-HT1E Ga15 NFAT-bla reporter, FRET, antagonist; inhibition, % at 6 µM; 65,000 tested, 0.99% active; AID 571;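 active = inhibition above a set limit, the mean inhibition across every tested compound plus 3 SD, cut at about 29% in these data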;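 also: signal is the 460 over 535 nm emission ratio of beta-lactamase substrate; 0% = agonist plus DMSO wells and 100% = wells without agonist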
A340 absorber – compounds absorbing at 340 nm | compound absorbance at 340 nm, fold over control | fold change at 10 µM | 65,000 tested, under 10 active;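 active = at 10 µM dose, initial 340 nm absorbance at least 2 fold that of control wells; inactive = change under 2 fold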;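 also: initial absorbance extrapolated from kinetic A340 decline of NADH oxidation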
5-HT1A blocker – antagonists of human 5-HT1a serotonin receptor; P08908; CHO 5-HT1a Ga15 NFAT-bla reporter, antagonist mode; inhibition, % at 10 µM; 62,000 tested, 0.68% active; AID 612;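 active = inhibition above the mean of all tested compounds plus 3 SD, cut at about 43% in these data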;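 also: receptor stimulated by 5-CT agonist at 100 nM near EC80; beta-lactamase reporter measured by ratiometric fluorescence of a cleavable substrate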
Target sequence (P08908 whole entry, looked up): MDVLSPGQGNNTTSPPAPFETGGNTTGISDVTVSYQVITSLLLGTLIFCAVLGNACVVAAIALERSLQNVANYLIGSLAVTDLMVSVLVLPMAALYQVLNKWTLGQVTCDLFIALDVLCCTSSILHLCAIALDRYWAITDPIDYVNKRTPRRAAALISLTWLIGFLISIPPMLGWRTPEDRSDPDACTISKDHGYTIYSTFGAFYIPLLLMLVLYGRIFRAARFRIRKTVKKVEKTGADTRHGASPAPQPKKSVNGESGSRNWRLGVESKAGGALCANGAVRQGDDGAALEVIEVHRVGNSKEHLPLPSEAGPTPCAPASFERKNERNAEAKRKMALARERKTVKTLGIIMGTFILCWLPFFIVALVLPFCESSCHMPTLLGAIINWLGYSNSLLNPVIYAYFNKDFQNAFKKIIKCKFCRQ
MMP13 inh – inhibitors of human MMP13; MMP-13 fTHP FRET cleavage, Mca fluorescence; 65,000 tested, 0.07% active; AID 570; P45452; inhibition, % at 4 µM;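 active = inhibition above the mean of compound-free control plate wells plus 3 SD, cut at about 14% in these data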;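 also: 0% = DMSO wells and 100% = wells with reference MMP-13 inhibitor after basal subtraction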
HTR1E agonist – 5-HT1E (human) receptor agonism. P28566. CHO 5-HT1E Ga15 NFAT-bla reporter, FRET; 0% DMSO wells, 100% control agonist wells. activation, % at 6 µM. 65,000 tested, 0.69% active. AID 574;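 active = activation above a set limit, the screen-wide mean activation plus 3 SD, cut at about 8.5% in these data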;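 also: 100% = positive control agonist at 1 µM giving full maximal response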
Active calls of the source: *; · = not tested or not shown; [ ] = another dose, or the depositor's remark.

SMILES	S1P1 ag-PAM	Fluor 339 460	S1P3 agonist	Her2 expr inh	5HT1E antag	A340 absorber	5-HT1A blocker	MMP13 inh	HTR1E agonist
CCOc1ccc(-c2c(C#N)c(N)nc3c2c(=O)n(C)c(=O)n3C)cc1OC	·	1.1	-0.5	102	6	1.1	0	2	-1.3
CCN(CC)S(=O)(=O)c1ccc(C(=O)Nc2ccc3c(c2)OCCO3)cc1	20	1	-0.1	80	-9	0.97	-9	4	0.6
Nc1nnc(-c2ccc(F)cc2)s1	-14	1.1	-0.6	83	7	1	-6	-2	0.1
O=C1N(O)C2(C=CCCC2)/C(=N\O)C12CCCCC2 (configuration not stated)	·	1.1	-1.4	81	3	1.1	-3	3	0.5
Oc1ccccc1-c1cc(-c2cccc(F)c2)n[nH]1	10	1.1	-0.4	49	6	1	24	0	-0.7
Cc1ccnc(NC(=O)c2c(O)c3ccccc3n(C)c2=O)c1	-8	1.4	-1.2	70	4	1	15	-8	-0.9
COCCCNC(=O)C1CCN(C(=O)Nc2ccc(Cl)cc2)CC1	-1	1	0.3	111	-2	0.97	5	-7	0.0
O=C(CN1CCN(c2ncc(C(F)(F)F)cc2Cl)CC1)NC(=O)NCc1ccccc1	-1	1.1	-0.4	92	4	1.1	-4	6	0.3
O=C(NCCc1csc(-c2cccnc2)n1)c1ccco1	0	1	-0.5	120	10	1	2	-1	-0.6
COc1ccc(C2CC(C(F)(F)F)n3nc(C(=O)NCc4cn(C)nc4C)c(Cl)c3N2)cc1 (configuration not stated)	0	1.2	-1.5	92	1	1	6	2	0.8
Cc1ccc(-c2nc(NC(=O)CSc3nnc(C)s3)ns2)cc1	-5	1.1	-0.5	89	1	1	0	-9	0.3
COc1ccccc1NC(=O)N(Cc1ccco1)Cc1cc2cc(C)cc(C)c2[nH]c1=O	10	1.2	-0.5	67	0	1	20	-2	-0.1
O=S(=O)(Nc1ccccn1)c1ccc(Oc2ccccc2)cc1	11	1.2	-0.6	93	-7	1	8	-21	0.1
O=C(Cn1nnc(-c2ccccc2F)n1)NCCc1ccccc1	-11	1	-0.1	113	20	1	18	0	-1.8
CCc1ccc(OCc2nnc(SCC(=O)NCc3ccco3)o2)cc1	-19	0.99	0.3	100	1	1	-2	1	1.5
CCn1c(C(C)NC(=O)Cc2ccccc2)nc2ccccc21 (configuration not stated)	·	0.03	·	·	-2	1	-7	3	-0.6
CCOC(=O)CSc1nnc(-c2ccccc2NC(=O)c2ccccc2)o1	-4	1.4	0.2	127	-6	1	-18	-4	-0.5
CN(C(=O)CSc1nnnn1-c1ccccc1)C1CCCCC1	-13	1	0.5	111	-9	0.98	0	-1	-1.1
CCOC(=O)CNC(=O)CSc1ncnc2c1cnn2-c1ccc(C)cc1	-22	1.1	-0.1	110	-3	1	-8	5	0.8
Cc1ccc2cccc(S(=O)(=O)N3CCN(c4cccc(Cl)c4)CC3)c2n1	5	1	-1.4	113	-7	1	32	3	-1.5
O=C(NCc1ccco1)C1CCN(S(=O)(=O)N2CCOCC2)CC1	-6	0.98	0.4	107	-7	0.99	-5	0	0.2
CC(C(=O)N1CCc2ccccc21)N1CCc2ccccc2C1 (configuration not stated)	12	1.1	-0.7	93	-4	1	9	2	-1.2
Cc1cc(NC(=O)CSc2cn(CCNC(=O)c3ccc(Cl)cc3)c3ccccc23)no1	-1	1	1.5	127	2	1	0	-1	0.9
O=C(c1cccc(C(F)(F)F)c1)N1CCN(C2CCCCC2)CC1	-4	1.1	0.0	89	-14	1	12	4	-0.6
O=C(O)C1Cc2ccccc2CN1C(=O)c1ccccc1 (configuration not stated)	14	1.1	-0.7	92	0	0.99	8	2	-1.0

Next part
SMILES	S1P1 ag-PAM	Fluor 339 460	S1P3 agonist	Her2 expr inh	5HT1E antag	A340 absorber	5-HT1A blocker	MMP13 inh	HTR1E agonist
O=C(Nc1ccccc1)N1CCC(c2ccccc2)C1 (configuration not stated)	14	0.97	-0.2	106	-1	0.98	9	0	-0.9
O=C(CSc1nnc(-c2ccccc2O)o1)Oc1ccc(OCc2ccccc2)cc1	15	4*	-1.4	108	0	1.1	8	-4	-0.3
N#Cc1ccc(OCCN2C(=O)NC3(CCSC3)C2=O)cc1 (configuration not stated)	·	0.62	·	·	3	1	-8	3	-0.9
O=C(Nn1cnc2ccccc2c1=O)c1ccc(F)cc1Cl	-34	1.2	-0.4	88	-10	1	-11	-4	-0.1
CCN(CC)C(=O)N1CCN(C(=O)c2ccc(C)cn2)CC1	-22	1.1	-0.8	92	-14	0.96	-7	0	-0.2
O=C1NC(c2ccccc2)C(C(=O)c2cccs2)=C1O (configuration not stated)	9	1	-0.5	99	10	1.1	-7	3	0.3
c1ccc(-c2noc(-c3cccnc3)n2)nc1	·	1	-0.5	177	12	0.99	-4	2	-0.6
Cc1cc(NC(=O)CSc2nnc(C3CC3)n2C)no1	-35	1	-0.9	101	3	0.99	6	-6	-0.9
Cc1noc(/C=C/N(C)C)c1S(=O)(=O)N1CCCC(C(=O)NCc2ccc(Cl)cc2)C1 (configuration not stated)	4	1	-0.8	86	4	1.2	1	0	0.0
O=C(NCCN1CCOCC1)[C@H](Cc1ccccc1)N1C(=O)c2ccccc2C1=O	-6	2.1*	0.3	95	-6	1	-8	1	0.7
Cc1[nH]c2ccc(CNS(=O)(=O)c3ccc(S(=O)(=O)N4CCOCC4)cc3)cc2c1C	·	1.1	·	88	0	1	-17	-2	0.9
COc1cc(C(=O)Nc2ccccn2)cc(OC)c1OC	-17	1.1	-3.3	95	-7	1	·	-9	-0.1
CC1Cc2ccccc2N1C(=O)CSc1nc(-c2ccco2)cc(C(F)(F)F)n1 (configuration not stated)	3	1.1	1.9	96	-2	0.98	-2	3	0.4
CCOC(=O)c1cc2c(n(-c3ccc(C)cc3)c1=O)CCCC2=O	·	1.6	·	81	-2	1.1	6	-16	0.8
COC(=O)CSc1nc2nc(C)cc(C)n2n1	-23	1	0.6	101	-11	0.97	-1	-5	1.2
CC(=O)N1CCN(c2ccc(NCc3ccc4c(c3)OCO4)cc2)CC1	-26	1.1	-0.1	95	-3	1.1	-7	-2	0.3
CCN1C(=S)SC(=O)C1=C1C=C(C)N(CCO)C(C)=C1	·	1	·	54	-5	1.1	0	13	-1.1
COc1ccc(NC(=O)CNc2cccc(C#N)c2)cc1Cl	-4	1	0.6	85	1	1	10	-7	-0.7
CC(CCc1ccco1)NC(=O)Cn1nc(Cc2ccncc2)c2ccccc2c1=O (configuration not stated)	-7	1	-0.6	112	25	1	8	5	0.1
Cc1ccc(OCc2ccoc2C(=O)O)cc1C	·	1.1	-0.5	101	5	1.1	17	5	-1.2
Cc1c(NC(=O)c2cc3nc(-c4ccccc4)cc(C)n3n2)c(=O)n(-c2ccccc2)n1C	-11	1.7	0.8	89	-11	1	-18	-5	0.1
Oc1ccccc1Cn1c(-c2ccccc2O)nc2ccccc21	6	3.8*	-0.6	81	11	1.1	-8	-33	-0.8
CSc1cccc(NC(=O)C2CCCN(S(=O)(=O)c3ccc(F)cc3)C2)c1 (configuration not stated)	·	1.1	-0.4	76	1	1	16	-1	-0.5
CCOC(=O)c1cccc(NC(=O)CSc2nc(N)cc(N)n2)c1	-28	1	0.9	87	1	1	0	-2	-0.2
Cn1c(=O)oc2cc(C(=O)c3ccccc3)ccc21	-2	1	-1.7	114	0	1	·	4	0.5

A second format for some results above:
molecule,S1P1 ag-PAM,Fluor 339 460,S1P3 agonist,Her2 expr inh,5HT1E antag,A340 absorber,5-HT1A blocker,MMP13 inh,HTR1E agonist
Cc1ccc(OCc2ccoc2C(=O)O)cc1C,·,1.1,-0.5,101,5,1.1,17,5,-1.2
O=C(Nn1cnc2ccccc2c1=O)c1ccc(F)cc1Cl,-34,1.2,-0.4,88,-10,1,-11,-4,-0.1
O=C(Nc1ccccc1)N1CCC(c2ccccc2)C1 (configuration not stated),14,0.97,-0.2,106,-1,0.98,9,0,-0.9

Other results follow.
SMILES	S1P1 ag-PAM	Fluor 339 460	S1P3 agonist	Her2 expr inh	5HT1E antag	A340 absorber	5-HT1A blocker	MMP13 inh	HTR1E agonist
O=C(Cn1ccc2ccccc2c1=O)NCCC(=O)N1CCN(C(=O)c2ccco2)CC1	2	1.1	0.7	74	-5	0.99	-13	-5	0.7
CCOC(=O)c1nc(N)c(=O)n(-c2ccccc2)n1	0	1.1	-0.3	96	6	1	-11	2	0.6
O=C(Nc1nnc(C(F)(F)F)s1)c1cccnc1	4	1.1	-0.3	81	10	1.1	8	5	-1.4
COc1cc(SC)ccc1C(=O)NCCCOC(C)C	·	1.1	-0.4	65	3	1	16	7	0.5
CCOc1ccc2c(c1)N(C(=O)CN1C(=O)CCC1=O)C(C)(C)C=C2C	-25	1.1	-0.8	103	-5	1	8	2	0.0
CC1(C)c2ssc(=S)c2-c2ccccc2N1C(=O)c1ccco1	6	1.1	-1.4	126	7	1.1	18	10	-1.4
CCn1c(C)c(CCC(=O)O)c(=O)n2nc(-c3ccccc3OC)cc12	-3	3.1*	-1.3	94	7	1	-2	-95[fluorescence artefact?]	-1.4
CCOC(=O)CC1C(=O)NCCN1C(=O)Nc1ccccc1 (configuration not stated)	20	1.1	-1.2	109	5	1.1	8	-5	0.3
CCCCCCSc1nc2c(c(=O)[nH]c(=O)n2C)n1C	-19	1.1	-1.3	98	1	1	6	8	0.3
CC(C)(C)c1cc(Cc2ccccc2)[nH]n1	-11	1.1	0.2	96	-4	1.1	-5	1	-0.5
COC(=O)c1cc2sc(Cl)cc2n1CC(=O)Nc1cccc(SC)c1	26	1.2	-0.9	47	-1	1	48*	1	-0.8
COc1ccc(C(=O)Nc2nncs2)c(OC)c1	-24	1.1	-0.3	89	2	1	-8	-6	-1.6
Cn1c(NC(=O)CCC2CCCCC2)cc(=O)n(C)c1=O	-12	1.1	-1.0	111	-3	1	-3	-4	-0.6
Cc1noc(C)c1CSc1ncnc2sc3c(c12)CCC3	6	1.1	-0.3	101	-4	1	6	-3	-0.8
CCn1c(=O)cc(SCC(=O)N2CCN(C3CCCCC3)CC2)c2ccccc21	·	1.2	·	85	-11	1	4	3	-0.7
CCn1c(=O)c2cc(C(=O)N3CCCC3)sc2c2ccccc21	-16	2.1*	-1.8	95	11	1.2	0	-44	0.1
COc1ccc(NC(=O)CN2CCN(S(=O)(=O)c3ccc(C(C)C)cc3)CC2)cc1OC	-26	1.1	0.3	91	-10	0.97	-27	2	0.9
CC(NC(=O)Nc1nnc(C(F)(F)F)s1)(C(F)(F)F)C(F)(F)F	80*	1.1	-8.4	83	54*	1	·	4	-0.5
CC(=O)CCc1c[nH]c2c(C(=O)O)cccc12	-27	1.1	0.2	52	-1	1	-4	-3	-0.2
CS(=O)(=O)c1ccc(Cl)c(C(=O)O)c1	16	1	0.1	110	4	0.98	-3	1	-0.5
Cn1c(=O)[nH]c(=O)c2c1nc(N1CCCCCC1)n2CCCSc1nc2ccccc2o1	-32	1	-0.4	83	7	0.99	-9	6	1.2
NC(=O)C1CCCN(C(=O)Nc2cccc3ccccc23)C1 (configuration not stated)	15	2.3*	-1.0	86	10	1.1	38	-36	0.3
COc1ccc(C2C3=C(CCCC3=O)Nc3nc(SCc4ccc(C(=O)O)cc4)nn32)cc1OC (configuration not stated)	-18	1.4	-0.2	83	-14	1.1	4	-2	-0.5
